# Bioassay records from PubChem BioAssay.
# GIRK2 act: Activators of human GIRK2-containing channels; P48051; HEK293 GIRK2/NPY4 cells, thallium flux fluorescence; activation (% efficacy), % for hits at 37.5 µM; 34,000 tested, under 10 active; AID 1259324;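 active = primary screen hit, no activity in plain HEK293 cells, and in GIRK2-only cells above 5% efficacy rising with concentration; inactive = the rest, including fluorescent compounds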;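 also: efficacy is normalized control-subtracted fluorescence 15 s after thallium addition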
# Target sequence (P48051 whole entry, looked up): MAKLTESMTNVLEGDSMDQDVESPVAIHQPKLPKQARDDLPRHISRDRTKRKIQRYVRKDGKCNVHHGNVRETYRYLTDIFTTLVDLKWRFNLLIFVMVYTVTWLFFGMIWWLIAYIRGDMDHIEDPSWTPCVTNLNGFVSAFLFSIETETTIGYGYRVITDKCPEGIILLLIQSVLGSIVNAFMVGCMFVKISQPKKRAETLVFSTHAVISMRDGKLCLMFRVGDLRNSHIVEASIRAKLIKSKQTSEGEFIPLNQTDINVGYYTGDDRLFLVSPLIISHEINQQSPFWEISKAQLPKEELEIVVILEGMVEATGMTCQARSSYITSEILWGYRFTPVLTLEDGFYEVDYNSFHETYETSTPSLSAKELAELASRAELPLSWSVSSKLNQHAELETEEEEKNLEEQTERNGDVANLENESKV
# Calls only; i = inactive. Only part of the results is shown. The share of hits here may be higher or lower than overall.
SMILES,GIRK2 act
O=C(CCCn1nc(-c2ccc(F)cc2)ccc1=O)NC1CCCCC1,i
CN1CCOc2ccc(NS(=O)(=O)CCN3C(=O)CCCC3=O)cc2C1=O,i
O=C(Cn1c(C2CC2)nc2c(cnn2-c2ccccc2)c1=O)N1CCOCC1,i
CCOC(=O)c1cnc2c(-c3ccccc3)c(C)[nH]n2c1=O,i
O=C(NCC(O)(c1cccs1)C1CC1)C(=O)Nc1cccc(C(F)(F)F)c1 (configuration not stated),i
CCCOc1cn(-c2ccc(F)cc2)nc1C(=O)NCc1ccc(F)cc1,i
Cc1cccc(-c2noc(Cn3c(=O)n(-c4ccccc4)c(=O)c4sccc43)n2)c1,i
O=C(NCC1CC(=O)N(Cc2ccccc2)C1)C1CCCCC1 (configuration not stated),i
CCOc1ccc(-c2ccc(=O)n(CCNC(=O)Nc3cc(Cl)ccc3OC)n2)cc1,i
NC(=O)c1oc2ccccc2c1NC(=O)C(=O)NCCCO,i
Cc1ccc2nc3c(cc(C(=O)Nc4ccccc4)n3C)c(=O)n2c1,i
COc1ccccc1NC(=O)c1nnn(-c2ccc(F)cc2)c1N,i
Cc1nn(-c2ccc(C(=O)NCc3ccc(C(C)C)cc3)cn2)c(C)c1C,i
Cn1c(-c2ccccc2)nn(CCNC(=O)c2cc3ccccc3o2)c1=O,i
CC(=O)Nc1ccc(C(=O)NCCNC(=O)Cc2cccs2)cc1,i
Cc1ccc(S(=O)(=O)N2CCC(C(=O)Nc3sc4c(c3C#N)CCC4)CC2)cc1,i
O=C(Cc1csc(Nc2ccccc2)n1)NCC1CCCCC1,i
CC(=O)Nc1ccc(S(=O)(=O)N2CCN(C(=O)N3CCCC3)CC2)cc1,i
Cc1ccc(NC(=O)c2cc(-c3ccco3)nc3c2c(C)nn3C2CCS(=O)(=O)C2)cc1Cl (configuration not stated),i
COC(=O)c1sccc1S(=O)(=O)N(CC(=O)Nc1ccccc1Cl)c1ccccc1,i
COc1cccc(NC(=O)CSc2nnc(-c3ccc(=O)n(C)c3)n2C)c1,i
O=C(NCC1CCN(Cc2ccccc2)CC1)C(=O)Nc1ccc2c(c1)OCCO2,i
CCOC(=O)N1CCN(C(=O)CSc2nnc(-c3cn(CC)nc3OCC)n2CC)CC1,i
Cc1cc(C(=O)N2CCN(C)CC2)nn1CC(=O)N1CCCC(C)C1 (configuration not stated),i
O=C(C1CCCN(c2ccc(-n3cccn3)nn2)C1)N1CCN(c2cccc(C(F)(F)F)c2)CC1 (configuration not stated),i
CCOc1nn(CC)cc1-c1nnc(SCc2ccccc2F)n1CC,i
O=C(CCS(=O)(=O)c1ccccc1)N(CCc1cccs1)Cc1cccnc1,i
COCC(=O)NNC(=O)c1cccn(Cc2ccc(Cl)c(Cl)c2)c1=O,i
O=C(NCc1cccs1)C1CCCN(c2ccc(-n3cccn3)nn2)C1 (configuration not stated),i
COc1ccc(C(CNC(=O)C(=O)Nc2cc(Cl)ccc2C#N)N2CCOCC2)cc1 (configuration not stated),i
COc1ccc(NC(=O)c2nn(-c3ccc(F)cc3)cc2OC)cc1,i
CCNc1nc(C)c([N+](=O)[O-])c(N2CCCCC2)n1,i
COc1cccc(S(=O)(=O)NCc2ccc3c(c2)OCO3)c1,i
COc1ccc(CCNC(=O)CSc2ccc(NC(=O)C3CC3)nn2)cc1OC,i
CCC(CC)C(=O)Nc1cc(C)nn1-c1nc2c(cnn2-c2ccc(Cl)cc2)c(=O)[nH]1,i
Cc1ccc(-n2ncc3c(=O)n(NC(=O)c4ccc(S(=O)(=O)N5CCCC5)cc4)cnc32)cc1,i
CC1(C(=O)N2CCCc3ccccc32)Cc2ccccc2C(=O)O1 (configuration not stated),i
Cc1ccc(C)c(S(=O)(=O)NCCNc2cc(-n3ccnc3C)ncn2)c1,i
Cc1cnn(C)c1C(=O)Nc1nc(C(C)(C)C)cs1,i
COc1ccc(S(=O)(=O)CC(=O)Nc2nc(-c3nc4ccccc4s3)cs2)cc1,i
COc1cccc(C(=O)N2CCN(c3ccc(Nc4ccccn4)nn3)CC2)c1OC,i
Cc1nnsc1C(=O)N1CCC(c2nnc(C(C)C)o2)CC1,i
CCOCC(=O)NCCn1nc(C)cc1C,i
CN(C)C(CNC(=O)c1ccc(Cl)c(Cl)c1)c1cn(C)c2ccccc12 (configuration not stated),i
O=C(Cn1cc(-c2nnc(-c3ccccc3)o2)c2ccccc21)NCCc1ccccc1,i
O=c1ccc2cc(S(=O)(=O)NCCCn3ccnc3)ccc2o1,i
CC(C)S(=O)(=O)NCC1CCN(Cc2ccccc2)CC1,i
COc1cccc(-c2cc(CC(=O)N3CCCCC3C)no2)c1 (configuration not stated),i
COc1ccc(-c2nnc3ccc(OCCNC(=O)c4ccc5ccccc5c4)nn23)cc1,i
COc1cn(CC(=O)Nc2cccc(C(F)(F)F)c2)c(CSc2nnnn2C)cc1=O,i
Cc1nnsc1C(=O)Nc1nn(C)c2c1C(c1cccs1)CC(=O)N2 (configuration not stated),i
CS(=O)(=O)N1CCC(C(=O)Nc2ccc3c(c2)N(C(=O)c2cccs2)CC3)CC1,i
COc1ccc(S(=O)(=O)N2CCC(C(=O)Nc3ccc4sc(C)nc4c3)CC2)cc1,i
COc1cn(CC(=O)NCc2ccccc2Cl)c(CSc2nccn2C)cc1=O,i
O=C(CCS(=O)(=O)c1ccccc1)Nc1nnc(Cc2cccs2)o1,i
CC(C)(C)n1nc2c(c1NC(=O)C(=O)NCc1ccco1)CS(=O)(=O)C2,i
CC1CN(C(=O)COc2ccc3ccccc3c2)c2ccccc2NC1=O (configuration not stated),i
O=C(Cc1csc(Nc2cccc(Cl)c2)n1)N1CCCC1,i
Cc1cc(C)n(CCNC(=O)c2c(F)cccc2F)n1,i
COc1ccc2nc(-c3cccc(NC(=O)c4cccc(OC)c4OC)c3)cn2n1,i

# Five structures already listed, ordered by SMILES length, smallest number first.
SMILES,GIRK2 act
O=C(Cc1csc(Nc2cccc(Cl)c2)n1)N1CCCC1,i
COc1cccc(-c2cc(CC(=O)N3CCCCC3C)no2)c1 (configuration not stated),i
CC1CN(C(=O)COc2ccc3ccccc3c2)c2ccccc2NC1=O (configuration not stated),i
COc1cn(CC(=O)NCc2ccccc2Cl)c(CSc2nccn2C)cc1=O,i
COc1cccc(C(=O)N2CCN(c3ccc(Nc4ccccn4)nn3)CC2)c1OC,i

# Gathered by group, those above containing a Cl atom (9)
SMILES,GIRK2 act
CCOc1ccc(-c2ccc(=O)n(CCNC(=O)Nc3cc(Cl)ccc3OC)n2)cc1,i
Cc1ccc(NC(=O)c2cc(-c3ccco3)nc3c2c(C)nn3C2CCS(=O)(=O)C2)cc1Cl (configuration not stated),i
COC(=O)c1sccc1S(=O)(=O)N(CC(=O)Nc1ccccc1Cl)c1ccccc1,i
COCC(=O)NNC(=O)c1cccn(Cc2ccc(Cl)c(Cl)c2)c1=O,i
COc1ccc(C(CNC(=O)C(=O)Nc2cc(Cl)ccc2C#N)N2CCOCC2)cc1 (configuration not stated),i
CCC(CC)C(=O)Nc1cc(C)nn1-c1nc2c(cnn2-c2ccc(Cl)cc2)c(=O)[nH]1,i
CN(C)C(CNC(=O)c1ccc(Cl)c(Cl)c1)c1cn(C)c2ccccc12 (configuration not stated),i
COc1cn(CC(=O)NCc2ccccc2Cl)c(CSc2nccn2C)cc1=O,i
O=C(Cc1csc(Nc2cccc(Cl)c2)n1)N1CCCC1,i

# Structures from the list above that have a furan ring, fused or not:
SMILES,GIRK2 act
NC(=O)c1oc2ccccc2c1NC(=O)C(=O)NCCCO,i
Cn1c(-c2ccccc2)nn(CCNC(=O)c2cc3ccccc3o2)c1=O,i
Cc1ccc(NC(=O)c2cc(-c3ccco3)nc3c2c(C)nn3C2CCS(=O)(=O)C2)cc1Cl (configuration not stated),i
CC(C)(C)n1nc2c(c1NC(=O)C(=O)NCc1ccco1)CS(=O)(=O)C2,i

# (continued)
SMILES,GIRK2 act
Cc1cc(NC(=O)Cn2nc(-c3ccccc3)ccc2=O)on1,i
COC(=O)c1ccccc1NC(=O)CCCn1nc(-c2ccc(F)cc2)ccc1=O,i
CCOc1cc(C)ccc1S(=O)(=O)N1CCN(c2ccc(Cl)cc2)CC1,i
Cc1coc(C)c1C(=O)NCc1ccc(-c2ccccc2)o1,i
CC(C)N1CCC(CNC(=O)C2CCCCC2)CC1,i
CCOc1ccc(NC(=O)c2ccc(=O)n(Cc3cccc(C(F)(F)F)c3)c2)cc1,i
CCc1ccccc1NC(=O)Cc1csc(Nc2ccc(S(C)(=O)=O)cc2)n1,i
COc1cccc(NC(=O)C(=O)NCC2CCN(C(=O)NC(C)(C)C)CC2)c1,i
CCC1S/C(=C(\C#N)C(=O)NCc2ccco2)N(c2ccc(Br)cc2)C1=O (configuration not stated),i
O=C1CCCCN1c1ccc(NS(=O)(=O)CCc2ccccc2)cc1,i
COc1ccccc1OCC(=O)Nc1cc(C)nn1-c1nc2c(cnn2-c2ccc(C)c(C)c2)c(=O)[nH]1,i
CS(=O)(=O)N1CCC(C(=O)Nc2nc(-c3ccc4c(c3)OCCO4)cs2)CC1,i
COc1ccc(-c2noc(CSc3nc4ccsc4c(=O)n3-c3ccccc3)n2)cc1OC,i
COc1cn(CC(=O)Nc2ccc(C(N)=O)cc2)c(CSc2nnnn2C)cc1=O,i
O=S(=O)(NCCOc1ccc2nnc(-c3ccccc3)n2n1)c1ccc(F)c(Cl)c1,i
COc1ccccc1C1C(C(=O)c2cc3ccccc3o2)=C(O)C(=O)N1CCCN(C)C (configuration not stated),i
CCN1C(=O)c2cccc3c(NC(=O)Cc4ccc(C(C)C)cc4)ccc1c23,i
CCOC(=O)C1CCN(C(=O)Cc2nnc(Nc3ccccc3C)s2)CC1,i
CSc1ncccc1C(=O)NCC(O)c1cccn1C (configuration not stated),i
Cc1ccc(NC(=O)C(=O)NCC2CCN(C(=O)Oc3ccccc3)CC2)cc1F,i
O=C(Cc1ccc(NS(=O)(=O)c2cccc3ccccc23)cc1)NCc1cccs1,i
Cc1nnc(-c2cn(CC(=O)Nc3cccc(C(F)(F)F)c3)c3ccccc23)o1,i
C=CCN1C(=O)C(CC(=O)Nc2ccc(OC)cc2)SC1=NS(=O)(=O)c1ccccc1 (configuration not stated),i
CC(=O)Oc1ccc2c(c1)ncn2C,i
Cc1ccc(C(CNC(=O)C(=O)Nc2ccc3c(c2)OCCO3)N(C)C)cc1 (configuration not stated),i
CCC(=O)Oc1cccc(N2C(=O)C3CCCCC3C2=O)c1 (configuration not stated),i
Cc1ccc2nc(NC(=O)CCCn3nc(-c4cccs4)ccc3=O)sc2c1,i
COc1ccc(NC(=O)Nc2ccccc2)cc1N1CCCC1=O,i
COc1ccc(F)cc1S(=O)(=O)N1CCCN(CCn2cccn2)CC1,i
O=C(NCCCN1CCOC(c2ccccc2)C1)C(=O)NCc1ccc(Cl)cc1 (configuration not stated),i
CCCS(=O)(=O)N1CCC(c2cccs2)CC1,i
O=C(CN1C(=O)c2ccccc2C1=O)NCC1(c2cccs2)CCCC1,i
CCC(C(=O)Nc1cc(C)nn1-c1nc2c(cnn2-c2ccccc2)c(=O)[nH]1)c1ccccc1 (configuration not stated),i
Cn1nccc1-c1nnc(NC(=O)c2ccc(Br)o2)o1,i
CC(=O)Nc1ccc(NC(=O)c2nnn(-c3ccccc3Cl)c2C)cc1,i
CCC(=O)N1CCCc2ccc(NC(=O)Nc3ccc4c(c3)OCO4)cc21,i
CC(C)N(C(=O)Cn1c(CN(C)C(=O)c2ccco2)nc2ccccc21)c1ccccc1,i
Cc1c(C(=O)N2CCC(C(N)=O)CC2)c(C(F)(F)F)nn1-c1ccccc1,i
COc1ccc(/C=C/C(=O)NCCN2CCn3cc(OC)c(=O)cc3C2=O)cc1OC,i
COC(=O)Nc1nc(CC(=O)Nc2ccc(OC)c(Cl)c2)cs1,i
O=C(Cn1cnc2c(sc3cccc(F)c32)c1=O)Nc1ccccc1Cl,i
COc1cc(N2CCC(C(=O)NCc3ccc4c(c3)OCO4)CC2)ncn1,i
O=C(Nc1ccc(F)cc1)N1CCN(CCn2cccn2)CC1,i
COc1ccc(-c2csc(CN3CCN(C(=O)/C=C/c4cccs4)CC3)n2)cc1,i
O=C(CSCc1ccccc1)N1CCN(Cc2nc(-c3ccco3)cs2)CC1,i
O=C(NCCCN1CCOC(c2ccccc2)C1)C(=O)Nc1ccc(F)c(Cl)c1 (configuration not stated),i
Cc1c(C(=O)N2CCN(C(=O)c3ccco3)CC2)c(C(F)(F)F)nn1C(C)C,i
COc1ccc([N+](=O)[O-])cc1NC(=S)N1CCc2ccccc2C1,i
COc1ccc(-c2cc(N3CCC(C(=O)Nc4ccc(C(C)=O)cc4)CC3)ncn2)cc1,i
CCn1nnc2c(N3CCN(C(=O)Nc4cc(C)cc(C)c4)CC3)ncnc21,i
COc1nn(C)cc1-c1nnc(SCC(=O)OCc2ccccc2)n1C,i
O=C(CSC1=NC2(CCCC2)N=C1c1ccccc1)Nc1ccccc1,i
CC(C)C(=O)Nc1ccc(C(=O)NCCNC(=O)c2cccs2)cc1,i
CCOc1nn(CC)cc1-c1nnc(SCC(=O)NC)n1CC,i
CCOc1ccc2ccccc2c1C(=O)Nc1nn(C)c2c1CC(C)C(=O)N2 (configuration not stated),i
O=C(NC1CCCCC1N1C(=O)CSC1=O)c1cc(-c2ccco2)on1 (configuration not stated),i
COc1cn2c(cc1=O)C(=O)N(CCNC(=O)c1cccc3ccccc13)CC2,i
COc1ccc(C2CCN(C(=O)c3cccs3)C2)cc1 (configuration not stated),i
COc1ccccc1NC(=O)N1CCC(c2nnc(-c3ccc(F)cc3)o2)CC1,i
Cc1onc(-c2ccccc2Cl)c1C(=O)Nc1ccc(CC(=O)N2CCCC2)cc1,i
# (continued)
SMILES,GIRK2 act
Cc1nc(NCCNS(=O)(=O)c2ccc(OC(F)(F)F)cc2)cc(N(C)C)n1,i
Cc1ccccc1-c1ccc(=O)n(CC(=O)N2CCOCC2)n1,i
O=C(/C=C/c1ccco1)Nc1ccc(CC(=O)NCC(F)(F)F)cc1,i
Cc1ccc(C(CNC(=O)C(=O)Nc2cccc(Cl)c2C)N2CCOCC2)cc1 (configuration not stated),i
CC(C)(C)c1csc(CN2CCN(S(=O)(=O)c3cccnc3)CC2)n1,i
CS(=O)(=O)N1CCCCC1C(=O)Nc1ccccc1-c1nc2ccccc2s1 (configuration not stated),i
CCOc1ccc(NC(=O)CCCn2nc(-c3ccc(Cl)cc3)ccc2=O)cc1,i
O=C1C2C3C=CC(C3)C2C(=O)N1C1CCS(=O)(=O)C1 (configuration not stated),i
